Screening results from PubChem BioAssay.
SENP8 block-1 = SENP8 protease inhibitors, primary screen, biochemical, luminescence. Sentrin-specific protease 8 (Homo sapiens), Q96LD8. purified SENP8, Z-RLRGG-aminoluciferin cleavage. inhibition, % at 10 µM. actives 1.2% (n = 330,000). AID 2540, 2010; in the data active = inhibition above about 50%
Target sequence (Q96LD8 whole entry, looked up): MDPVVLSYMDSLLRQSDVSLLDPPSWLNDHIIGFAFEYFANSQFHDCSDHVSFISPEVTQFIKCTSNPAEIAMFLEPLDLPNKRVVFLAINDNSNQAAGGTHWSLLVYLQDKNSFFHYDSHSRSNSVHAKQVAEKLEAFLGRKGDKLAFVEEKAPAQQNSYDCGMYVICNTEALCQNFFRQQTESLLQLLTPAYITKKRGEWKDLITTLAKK
SENP8 block-2 = human SENP8 protease inhibitors, primary screen, biochemical, fluorescence, Nedd8 protein substrate, uHTS. Sentrin-specific protease 8 (Homo sapiens), Q96LD8. inhibition, % at 20 µM. AID 602440, 2012. actives 0.64% (n = 360,000). recombinant SENP8; in the data active = inhibition mostly above about 40%, no sharp cut-off; inactive = mostly below about 27%
PfGluPho inh = PfG6PD enzyme inhibitors, primary screen, biochemical, fluorescence intensity, uHTS; glucose-6-phosphate dehydrogenase-6-phosphogluconolactonase (Plasmodium falciparum 3D7); PfGluPho enzyme, NADPH resazurin-diaphorase fluorescence; inhibition, % at 20 µM; actives 0.78% (n = 350,000);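 active = inhibition reaching at least a set limit at 20 µM in the primary screen, cut at about 59% in these data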;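 note: 0% = DMSO wells with substrate and 100% = DMSO wells lacking glucose-6-phosphate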
SENP7 inh = SENP7 protease inhibitors, primary screen, biochemical, luminescence, uHTS; AID 434973, 2010; inhibition, % at 5 µM; recombinant SENP7, Z-RLRGG-aminoluciferin luminescence, 40 min; Sentrin-specific protease 7 (Homo sapiens), Q9BQF6; actives 1.5% (n = 330,000);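 active = inhibition above about 50% at the single test dose, limit read from the data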;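 note: plate controls were DMSO with enzyme for no effect and no enzyme buffer wells for full effect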
Target sequence (Q9BQF6 706-1050 limits assumed): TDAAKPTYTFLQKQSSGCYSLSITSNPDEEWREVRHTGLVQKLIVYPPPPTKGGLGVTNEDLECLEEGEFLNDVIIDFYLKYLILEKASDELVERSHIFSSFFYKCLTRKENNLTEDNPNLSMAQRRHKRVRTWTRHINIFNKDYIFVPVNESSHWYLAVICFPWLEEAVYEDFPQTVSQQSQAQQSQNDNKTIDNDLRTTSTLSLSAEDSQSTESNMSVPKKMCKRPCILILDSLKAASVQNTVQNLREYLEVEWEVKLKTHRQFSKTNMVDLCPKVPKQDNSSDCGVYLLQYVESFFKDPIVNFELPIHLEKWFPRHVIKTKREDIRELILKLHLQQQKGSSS
SENP6 inh = SENP6 protease inhibitors, primary screen, biochemical, luminescence, uHTS; Recombinant SENP6 catalytic domain, aminoluciferin luminescence; inhibition, % at 10 µM; actives 1.8% (n = 330,000); AID 2599, 2010;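 active = inhibition above about 50% at the single tested dose, limit read from the data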;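 note: plate controls were DMSO wells with enzyme for no effect and DMSO wells lacking enzyme for full effect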
Target sequence (Q9GZR1 628-1112 limits assumed): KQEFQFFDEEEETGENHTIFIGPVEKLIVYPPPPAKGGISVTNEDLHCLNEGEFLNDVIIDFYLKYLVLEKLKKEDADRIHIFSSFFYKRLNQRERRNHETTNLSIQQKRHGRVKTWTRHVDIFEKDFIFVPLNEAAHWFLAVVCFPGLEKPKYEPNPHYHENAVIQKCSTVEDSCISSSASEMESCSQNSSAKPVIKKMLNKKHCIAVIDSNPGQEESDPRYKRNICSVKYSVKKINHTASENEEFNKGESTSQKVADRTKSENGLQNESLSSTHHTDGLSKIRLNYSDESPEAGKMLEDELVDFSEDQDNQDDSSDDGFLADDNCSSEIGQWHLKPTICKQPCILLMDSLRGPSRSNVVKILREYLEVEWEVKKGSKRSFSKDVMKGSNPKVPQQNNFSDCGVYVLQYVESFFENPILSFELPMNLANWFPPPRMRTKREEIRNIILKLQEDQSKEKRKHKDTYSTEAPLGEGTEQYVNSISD
UBC13 inh = UBC13 polyubiquitin chain formation inhibitors, primary screen, biochemical, TR-FRET, uHTS. AID 485273, 2010. actives 0.47% (n = 330,000). Ubiquitin-conjugating enzyme E2 N (Homo sapiens), P61088. inhibition, % at 20 µM; in the data active = inhibition above about 45%, passing the limit was not always enough
HKDC1 inh = HKDC1 hexokinase inhibitors, primary screen, biochemical, fluorescence, uHTS. Q2TB90. inhibition, % at 20 µM. recombinant HKDC1, G6PDH/diaphorase resazurin coupled fluorescence. actives 0.16% (n = 340,000). AID 493160, 2011;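 active = inhibition above about 35% when tested at 20 µM, limit read from the data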;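 note: plate controls were DMSO wells with enzyme for no effect and DMSO wells lacking enzyme for full effect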
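Assay system: recombinant HKDC1 hexokinase; detection: coupled resazurin fluorescence, excitation 525 nm, emission 613 nm; benchmarks: DMSO-plus-enzyme-mix negative control, buffer-substituted positive control; compound dosing: single 20 µM dose; schedule: 90 min at room temperature in dark; also added: glucose plus 1 mM ATP as hexokinase substrates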
SENP1 FRET inh = human SENP1 catalytic domain inhibitors, primary screen, biochemical, FRET, uHTS; recombinant SENP1 catalytic domain, CyPet-SUMO1-YPet FRET cleavage; inhibition, % at 10 µM; actives 0.21% (n = 360,000); AID 624204, 2012;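 active = inhibition at least 30% at 10 µM, raw YFP signal under a set limit, fluorescence ratio 0.5 to 1.5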;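 note: 0% = enzyme with DMSO and 100% = no enzyme wells; some results filed as inactive read as strong as hits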
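Test system: recombinant human SENP1 catalytic domain, His6-tagged / Medium: pH 8 Tris buffer with EDTA, NaCl, BME, BSA, NP40, catalase / Also added: SUMO1 FRET substrate flanked by Cypet and Ypet, 25 nM / Times: 50 min reaction at room temperature / Signal: FRET, CFP and YFP emission / Control set: no-enzyme low control and enzyme-plus-DMSO high control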
MIN6 prolif = inducers of MIN6 beta-cell proliferation, primary screen, ATP luminescence, uHTS; MIN6 cells proliferation, ATPlite luminescence, 48 h; cells starved in 0.2% serum; 100% = growth in 10% serum; proliferation, % at 10 µM; actives 0.29% (n = 330,000); AID 2380, 2010;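 active = compounds whose signal lies at least 3.5 SD above the mean of all wells on their plate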;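 note: 0% = DMSO-treated cells in low-serum medium and 100% = 10% serum control; some compounds called inactive have numbers as strong as hits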
* hit, by the source's call; . = not tested or not shown.

SMILES	SENP8 block-1	SENP8 block-2	PfGluPho inh	SENP7 inh	SENP6 inh	UBC13 inh	HKDC1 inh	SENP1 FRET inh	MIN6 prolif
CNc1oc(-c2cccs2)nc1C#N	5	-432	5	-5	-1	5	-3	2	1
Cc1c(NC(=O)CN(c2ccc(F)cc2)S(=O)(=O)c2ccccc2)c(=O)n(-c2ccccc2)n1C	4	1	13	2	-2	-4	-5	1	-1
CCOc1ccc(CCNc2nc3ccccc3n3cnnc23)cc1OCC	2	-26	0	10	-16	18	19	-3	3
COc1cc(S(=O)(=O)Nc2ccccc2)ccc1NC=O	-3	10	18	5	6	1	-6	1	4
CCN(CC)S(=O)(=O)c1ccc(C(=O)NCC2CCCCC2)cc1	2	6	-2	2	-16	3	-6	-2	0
COCCNC(=O)C(c1c[nH]c2ccccc12)N(C(=O)c1snc(C(N)=O)c1N)c1cccc(OC)c1 (stereo not drawn)	4	-408	2	-3	4	43	1	-6	0
CC(C)CCn1nc(C(=O)OC(C)C(=O)NC(N)=O)c2ccccc2c1=O (stereo not drawn)	4	13	18	-3	-3	-1	4	1	1
C=C1c2ccccc2NC(=O)N1c1ccc(C)cc1	16	-35	-6	11	5	4	-2	-6	-3
CCN(CC(=O)NCc1ccc(F)cc1)CC(=O)Nc1cc(S(=O)(=O)N(C)C)ccc1C	-7	-9	-1	-1	-9	5	-4	-7	-3
CC(=O)c1c[nH]c(C(=O)Nc2ccc(N3CCCCCC3)cc2)c1	-5	7	12	4	2	-4	6	1	1
O=C(O)CCC(=O)Nc1cccc(-c2csc(-c3ccccc3)n2)c1	-7	-2	-41	-1	-2	-7	-2	3	-3
Cc1ccc(-c2csc3n[nH]c(=S)n23)cc1	1	17	63*	3	4	0	-1	3	-2
O=C(CNC(=O)c1cccs1)NCC(=O)OCc1ccccc1Cl	-4	9	-10	-2	-16	7	-9	-1	-1
C=CCSc1nc2c(c(=O)[nH]c(=O)n2C)n1Cc1ccccc1	-5	40	-7	-10	5	-8	0	-2	-1
Cc1cc(C(=O)N/N=C/c2sc(N3CCOCC3)nc2-c2ccccc2)c(C)o1	11	-387	8	3	13	12	-10	-50	-2
CC(CN1CCOCC1)OC(=O)Cc1ccc(Cl)cc1 (stereo not drawn)	3	-1	7	7	-12	10	-7	-23	-1
CC(C)C(=O)OC1CCS(=O)(=O)c2sccc21 (stereo not drawn)	-8	0	14	-10	3	-7	-12	0	-1
CCOc1cc(C(=O)NC(=S)Nc2nc(C)cc(C)n2)cc(OCC)c1OCC	-5	14	-2	-7	-3	-8	8	1	0
COc1ccc(N(CC(=O)NCCSCc2ccco2)S(=O)(=O)c2ccc(C)cc2)cc1	9	17	0	-4	-3	3	-1	1	-4
CC(=O)Nc1ccc(S(=O)(=O)NC(C(=O)O)C(C)O)cc1 (stereo not drawn)	-4	-397	0	-2	-8	-3	-6	-1	-2
CN1CC(=O)N(CC(=O)Nc2ccc(N(C)C)cc2)c2ccccc2C1=O	1	35	63*	-4	9	2	4	20	-1
CC1CCN(C2(O)C(=O)Nc3ccc([N+](=O)[O-])cc32)CC1 (stereo not drawn)	-1	16	-8	-2	2	-8	-1	-1	-1
Cc1ccc(C(=O)Nc2ncccc2C)cc1S(=O)(=O)N1CCOCC1	5	11	2	6	-5	5	-4	-2	-1
CCc1ccc(C(=O)NC(C(=O)NCC2CCCO2)C(C)C)cc1 (stereo not drawn)	-9	5	-5	3	-8	-12	-1	-1	0
O=C(CCCCn1c(=O)c2ccccc2n(CC(=O)NC2CCCC2)c1=O)NCc1ccco1	-9	21	-24	15	-4	-7	3	0	-3

Later entries
SMILES	SENP8 block-1	SENP8 block-2	PfGluPho inh	SENP7 inh	SENP6 inh	UBC13 inh	HKDC1 inh	SENP1 FRET inh	MIN6 prolif
O=c1cc(CN2CCN(c3ccccc3F)CC2)c2cc(O)c(-c3ccccc3)cc2o1	2	-188	-7	0	-2	-16	-6	-1	0
O=C(CCCNC(=O)/C(=C\c1ccc(F)cc1)NC(=O)c1ccccc1)OCc1ccccc1	1	12	13	-2	-5	5	-3	0	-1
CC(Oc1ccccc1F)C(=O)NNC(=O)CC(C)c1ccccc1 (stereo not drawn)	-3	-1	-2	-15	-3	-4	-3	1	2
Cc1cc(C)n(CCN(C)C(=O)CCc2nnc(-c3ccc4c(c3)OCO4)o2)n1	0	4	-2	10	-2	2	-8	3	-3
CC(=O)NC(=S)Nc1ccc(NC(=O)COc2ccc(Cl)cc2)cc1	-7	-2	7	0	-15	-6	-2	2	-2
CC(C)C(C)NC(=O)CSc1ccc(S(=O)(=O)N2CCOCC2)cn1 (stereo not drawn)	9	8	-4	-2	-2	6	-2	2	-1
O=C(N=C1SC2CS(=O)(=O)CC2N1c1ccc(F)c(Cl)c1)C1CC1 (stereo not drawn)	-9	2	-4	-13	-8	1	-1	2	-1
CCOC(=O)C1CCCN(C(=O)c2cc3c(-c4cccc(OC)c4)nn(C)c3s2)C1 (stereo not drawn)	2	-38	10	5	-2	32	8	2	-1
Cc1cc(C)nc(/N=C(/NC(=O)c2ccccc2)Nc2ccccc2)n1	2	17	1	2	-4	3	-1	-2	-2
COc1cnc(-c2ccccn2)nc1Sc1ccc(Cl)cc1	-9	12	8	-5	-16	-3	16	2	-6
Cc1ccc(Cl)cc1NS(=O)(=O)Cc1ccccc1	0	6	-6	-3	12	3	1	0	2
COCCNC(=O)C(=O)NNS(=O)(=O)c1ccc2ccccc2c1	-1	14	-10	-4	-1	-10	-8	1	-3
CCN1CCN(CC(=O)Nc2c(OC)cccc2OC)CC1	-4	17	-11	9	-10	5	-1	2	2
CC(/C=N/NC(=O)c1cc(C(C)C)[nH]n1)=C\c1ccccc1	6	1	2	3	-12	-14	-9	3	-3
COc1ccc(NC(=O)CN(C)C(=O)CCNS(=O)(=O)c2ccc(Br)cc2)cc1	-3	-2	-4	-9	-3	12	2	1	3
COc1ccc(S(=O)(=O)N(CC(=O)N2CCN(c3ccccc3OC)CC2)c2ccccc2)cc1	-1	28	-11	-1	-2	5	5	2	1
O=C(O)CCC(=O)N1N=C(c2ccccc2)CC1c1cccs1 (stereo not drawn)	4	10	-6	6	-1	10	1	1	-2
Brc1cccc(-c2nc(-c3ccncc3)no2)c1	50	5	-4	72*	70*	-1	-4	0	-2
COc1ccc(/C(N)=N/OC(=O)c2ccc(C)c([N+](=O)[O-])c2)cc1	-6	6	4	7	-16	-3	-3	2	-1
COc1cc(OC)cc(C(=O)NCC(=O)Nc2ccc(C)c(Cl)c2)c1	1	24	13	-13	20	-6	-3	2	-4
COc1cc(OC)c(C(=O)Nc2cccnc2)cc1OC	-5	4	-16	-6	-8	0	-3	2	-1
CCCn1c(=N)n(CC(O)COc2ccc(C)cc2)c2ccccc21 (stereo not drawn)	8	12	-8	5	-24	8	-6	-1	-4
O=C(COC(=O)c1cc([N+](=O)[O-])ccc1NCCO)c1ccccc1	-15	18	8	-3	-9	-8	6	4	-1
CCOC(=O)C1=CN(Cc2ccco2)S(=O)(=O)NC1c1ccc(Br)cc1F (stereo not drawn)	.	8	-5	3	.	.	0	-3	.
CN(C(=O)c1ccc(NC(=O)Cc2ccc(NC(=O)C3CCN(C(=O)c4ccccc4)CC3)cc2)cc1)C1CCCC1	.	3	-1	.	.	.	-3	1	.

Two records picked at random from the list so far, as already listed:
SMILES	SENP8 block-1	SENP8 block-2	PfGluPho inh	SENP7 inh	SENP6 inh	UBC13 inh	HKDC1 inh	SENP1 FRET inh	MIN6 prolif
CCOC(=O)C1CCCN(C(=O)c2cc3c(-c4cccc(OC)c4)nn(C)c3s2)C1 (stereo not drawn)	2	-38	10	5	-2	32	8	2	-1
CCOC(=O)C1=CN(Cc2ccco2)S(=O)(=O)NC1c1ccc(Br)cc1F (stereo not drawn)	.	8	-5	3	.	.	0	-3	.

New compounds follow:
SMILES	SENP8 block-1	SENP8 block-2	PfGluPho inh	SENP7 inh	SENP6 inh	UBC13 inh	HKDC1 inh	SENP1 FRET inh	MIN6 prolif
O=C(c1cc2ccc([N+](=O)[O-])cc2oc1=O)N1CCOCC1	6	2	14	4	1	4	-8	2	2
Cc1cc(=O)oc2cc(OCC(=O)OCC(=O)Nc3ccc(C(C)C)cc3)ccc12	-16	-156	6	-4	-9	10	-4	2	5
CCOC(=O)C1CCN(C(=O)CN2C(=O)c3ccccc3S2(=O)=O)CC1	-8	2	-3	3	-5	-7	-4	0	-5
O=C(NC(=S)Nc1ccc(F)cc1)C1CCCCC1	3	10	11	-6	-7	0	0	1	-6
CCN(C(=O)Cn1c(=O)oc2ccccc21)c1c(N)n(Cc2ccccc2)c(=O)[nH]c1=O	-14	6	15	-12	-19	-18	-4	1	-3
O=C(c1cc(COc2cccc(C(F)(F)F)c2)on1)N1C[C@@H]2CCC[C@H]1C2	-4	4	12	-1	-13	6	1	0	1
CCS(=O)(=O)NCCc1csc(-c2cccnc2)n1	8	16	-3	7	-12	1	-3	2	4
CN1C(=O)C2(C(C#N)=C(N)N(c3cc(Cl)cc(Cl)c3)C3=C2C(=O)CC(C)(C)C3)c2ccccc21 (stereo not drawn)	2	-6	-15	4	-3	1	2	2	1
O=C(CN1C(=O)c2ccccc2C1=O)N1CCN=C1c1ccccc1	8	15	11	5	-7	6	2	-8	1
C=CCn1c(SCc2c(C(=O)OC)sc(N)c2C(=O)OC)nnc1-c1ccc(Cl)cc1	2	4	-3	4	-16	-7	-4	-2	-5
O=C1Nc2ccccc2N(O)N1c1ccc(S(=O)(=O)N2CCOCC2)cc1	-2	24	4	1	-29	3	-7	-2	-2
CCOC(=O)Cc1nnc(NCc2ccccc2)c2ccccc12	-4	10	13	-1	4	-5	-7	1	-1
CCOC(=O)CSc1nc2ccccc2c(=O)n1CC1CCCO1 (stereo not drawn)	-5	0	-9	-1	-12	2	-2	1	1
Cc1c(NC(=O)c2cccc(NC(=O)COc3ccccc3)c2)c(=O)n(-c2ccccc2)n1C	-3	0	-3	10	6	4	1	0	3
Cc1ccc(-c2cc(C(=O)N/N=C/c3c[nH]c4ccccc34)n[nH]2)o1	-3	-55	4	1	-5	9	-4	-2	0
CC(C)CN1C(=O)NC(NC(=O)c2cccnc2)(C(F)(F)F)C1=O (stereo not drawn)	4	10	-15	2	-14	6	-4	0	-3
CCOC(=O)C1CCN(Cc2ccc(O)c(OC)c2)CC1	2	10	-8	12	96*	-3	1	2	-1
Cc1ccc(C(C(=O)NCC2CCCO2)N(C(=O)c2snc(C(N)=O)c2N)c2ccccc2F)o1 (stereo not drawn)	1	-318	3	9	-13	47*	-5	-33	0
Cc1ccc(CSCC(=O)N(CCC(C)C)c2c(N)n(Cc3ccccc3)c(=O)[nH]c2=O)cc1	17	-19	-4	-1	-2	-3	-7	-11	-1

The order is random; 4% or so of the library scored in one or more.
